AmpC no deterg = AmpC beta-lactamase inhibition without detergent; AmpC nitrocefin hydrolysis, absorbance 480 nm, 0.0001% Triton; Potency, µM (doses to about 57.1 µM), for the others: at the top dose activity change, negative = inhibition, hits mostly inhibitors; 330,000 tested, 0.52% active; AID 485341;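 further: potency means the concentration at half of the fitted maximal effect; plate controls were no compound for no effect and no enzyme for full effect; nearly all actives have a fitted effect of over 20% in size; some results filed as inactive show a strong effect at the top dose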
Target sequence (P00811 whole entry, looked up): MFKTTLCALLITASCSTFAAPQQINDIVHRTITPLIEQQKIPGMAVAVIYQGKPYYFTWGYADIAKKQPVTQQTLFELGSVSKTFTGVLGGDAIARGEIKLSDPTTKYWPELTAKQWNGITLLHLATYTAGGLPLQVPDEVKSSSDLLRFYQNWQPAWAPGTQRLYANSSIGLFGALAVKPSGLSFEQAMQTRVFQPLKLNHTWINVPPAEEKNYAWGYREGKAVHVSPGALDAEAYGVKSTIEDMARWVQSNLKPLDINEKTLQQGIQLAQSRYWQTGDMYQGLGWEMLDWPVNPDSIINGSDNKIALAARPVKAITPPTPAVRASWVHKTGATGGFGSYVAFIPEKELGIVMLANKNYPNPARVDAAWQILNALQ
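20 mM phosphate pH 7.0 + 0.01% (detergent screen) or 0.0001% Triton X-100; 5.3 nM AmpC reagent; cpd preinc 15 min RT; nitrocefin (800 uM stock) to start; A480 q20 s × 4 min; Activity was normalised to no-enzyme and no-compound control wells.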
LmPK inh = inhibitors of Leishmania mexicana pyruvate kinase | Q27686 | AID 1721 | Potency, µM (top dose mostly 57.5 µM), inactives show top-dose activity change, negative = inhibition, most hits filed as inhibitors | purified LmPK, Kinase-Glo ATP luminescence, 1 h | 290,000 tested, 0.37% active; further: potency means the concentration at half of the fitted maximal effect
Target sequence (Q27686 whole entry, looked up): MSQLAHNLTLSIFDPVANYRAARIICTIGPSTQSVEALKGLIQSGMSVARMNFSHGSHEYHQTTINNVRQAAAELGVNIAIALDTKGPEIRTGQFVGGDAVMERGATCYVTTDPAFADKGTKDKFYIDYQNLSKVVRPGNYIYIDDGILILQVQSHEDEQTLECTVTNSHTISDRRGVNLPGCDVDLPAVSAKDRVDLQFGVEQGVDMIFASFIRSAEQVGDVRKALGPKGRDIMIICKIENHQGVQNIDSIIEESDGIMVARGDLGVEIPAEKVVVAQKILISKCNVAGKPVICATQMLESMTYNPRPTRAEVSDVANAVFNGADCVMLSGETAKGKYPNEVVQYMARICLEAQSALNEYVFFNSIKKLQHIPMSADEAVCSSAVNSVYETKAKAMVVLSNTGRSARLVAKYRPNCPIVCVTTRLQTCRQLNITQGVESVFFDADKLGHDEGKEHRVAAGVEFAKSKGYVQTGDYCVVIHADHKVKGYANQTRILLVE
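0.1 nM LmPK, 0.5 mM PEP, 0.1 mM ADP; 50 mM imidazole pH 7.2, 7 mM MgCl2, 50 mM KCl; 1 h RT. Kinase-Glo luminescence readout, normalized to no-enzyme (full inhibition) and uninhibited wells.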
HCV inhibitor = inhibitors of hepatitis C virus infection | Huh7.5.1 HCVcc-Cre infection, luciferase reporter, 44 h | Potency, µM (top dose mostly 41.8 µM), without a hit: top-dose activity change, negative = inhibition, actives largely listed as inhibitors | 340,000 tested, 3.4% active | AID 651820; further: potency means the concentration at half of the fitted maximal effect
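Reporter virus HCVcc-Cre (~0.5 moi) infects cells exposed to compound; seeding density 1,000 cells/well with 4 h settling beforehand. Luminescence, 15 sec read, taken 44 h post-infection following a 15 min RT substrate incubation.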
AmpC inh detg = AmpC beta-lactamase inhibition with detergent present. P00811. AmpC hydrolysis of nitrocefin, absorbance 480 nm, 0.01% Triton. Potency, µM (doses to about 114 µM), for the others: top-dose activity change, negative = inhibition, hits mostly inhibitors. 370,000 tested, 0.041% active;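 further: potency means the concentration at half of the fitted maximal effect; 0% = no-compound wells and -100% = no-enzyme wells; nearly all actives have a fitted effect of over 25% in size; some results filed as inactive show a strong effect at the top dose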
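AmpC (5.3 nM in the dispensed reagent) in 20 mM phosphate pH 7.0 with 0.01% (detergent screen) or 0.0001% Triton X-100 was preincubated with compounds for 15 min at room temperature. Nitrocefin was then added from an 800 uM solution, and hydrolysis was followed at 480 nm.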
Tb PYK inh = inhibitors of Trypanosoma brucei pyruvate kinase; Q57TT1; TbPYK enzyme, Kinase-Glo Plus ATP luminescence, 45 min; Potency, µM (titrated, usually from 76.8 µM), for the others: top-dose activity, negative = inhibition, hits mostly inhibitors; 410,000 tested, 0.12% active; AID 624173; further: potency means the concentration at half of the fitted maximal effect; nearly all actives have a fitted effect of over 50% in size
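ADP (130 uM final) triggers the TbPYK reaction after compound addition; incubation is 45 min at room temperature. Kinase-Glo Plus is then added and luminescence imaged. Normalized data are fitted to concentration-effect curves.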
HCMV inh = human cytomegalovirus inhibition | AID 1259415 | 410,000 tested, 4.5% active | activity change, negative = inhibition, % at 57.5 µM | HFF cells, HCMV-luciferase reporter, 72 h; hits give low values; in the data active means activity change below about -60%; inconclusive means no clear call, values can overlap the other calls; inactive means above about -39%
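Screen run at 2 compound doses on HFFs infected with reporter HCMV, MOI 1 PFU/cell. Luciferase activity from cell lysates at 72 h post infection gave inhibition relative to buffer-only and Salinomycin wells.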
AMA1-RON2 inh = AMA1-RON2 (P. falciparum) interaction inhibition. AlphaScreen AMA1-biotinylated RON2 peptide binding. Potency, µM (highest dose often 58.2 µM), inactives show at the top dose activity change, negative = inhibition, hits mostly inhibitors. 360,000 tested, 0.2% active. AID 720542;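 further: potency means the concentration at half of the fitted maximal effect; 0% = vehicle wells and -100% = peptide control; nearly all actives have a fitted effect of over 45% in size; some results filed as inactive show a strong effect at the top dose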
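AMA1 (3D7) with his tag at 25 nM final met compounds first, then biotinylated RON2 peptide at 25 nM; detection used donor plus acceptor beads, 10 µg/mL apiece, read by AlphaScreen after 30 min at room temperature.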
The depositor's hits bear a star; ? = inconclusive; / = not tested or not shown; ! = repeats disagree; [ ] = remark or other dose. Unless noted, the call rests on the fitted dose curve; in most records, active means well fitted curve in the direction sought with a large enough effect; inconclusive means small, poorly fitted or top-dose-only effect, or another doubt; inactive means no such curve, though single readings can be large; an effect the other way counts as inactive or inconclusive. Unless noted, on the % scale 0 is the no-effect control and ±100 the full control effect.

SMILES	AmpC no deterg	LmPK inh	HCV inhibitor	AmpC inh detg	Tb PYK inh	HCMV inh	AMA1-RON2 inh
COc1ccc(CCN=C(N)C(C)c2ccccc2)cc1OC (stereo not drawn)	-8%	6%	-7%	2%	2%	-3	14%
C=CCOc1cccc(C2C(C(=O)c3ccc(C)o3)=C(O)C(=O)N2c2nnc(C)s2)c1 (stereo not drawn)	5%	/	4%	?	/	-3	/
COC1OC(CO)C(N=C(C)C)C1O (stereo not drawn)	/	/	29%	/	1%	20	-19%
COc1cc(NC(=O)Cn2c(-c3ccccc3)cc(C(C)=O)c2C)cc(OC)c1	/	/	/	7%	-3%[15.4 µM]	0	/
Cc1ccc(C(=O)COC(=O)c2cc(Cl)ccc2O)cc1[N+](=O)[O-]	-14%	-8%	14%	-6%	-8%	10	-1%
CC(C)(CNC(=O)c1ccc(Br)o1)CNC(=O)c1ccc(Br)o1	-16%	1%	?	0%	-5%	-36	-7%
CCCCCCCCCCCCCCCC[n+]1cccc2ccccc21	177%[activator]	-7%	4.5µM*	-5%	-23%	-98*	-2%
CCOC(=O)c1ccc(NC(=S)NCCC2=CCCCC2)cc1	-17%	3%	-15%	0%	3%	-38	33%[activator]
Cc1c(NC(=O)c2ccc(S(=O)(=O)N3CC(C)OC(C)C3)cc2)c(=O)n(-c2ccccc2)n1C (stereo not drawn)	-7%	2%	-6%	-8%	-9%	-25	-5%
O=[N+]([O-])c1cccnc1N1CCN(c2ccc(F)cc2)CC1	-20%	0%	6%	?	-1%	-28	?
COc1ccc(Cn2c(=O)[nH]c3cc(C(=O)NCCCN4CCCCC4)ccc3c2=O)cc1	27%	-1%	?	-11%	0%	-36	-2%
COCCNC(=S)c1ccc(Br)cc1	-14%	2%	8%	-2%	-12%	-6	19%
O=C(Nc1ccccc1)c1cc2ccccc2o1	-20%	14µM*	-4%	?	-6%	100	0%
Cc1cc(C(=O)N/N=C/c2cc(Br)cc(Br)c2OC(=O)c2cccc(F)c2)n[nH]1	-8%	2%	?	?	2%	-96*	30%[activator]
Cc1cc(CSc2ccccc2)ccc1NC(=O)c1ccc(CN2CCOCC2)cc1	166%[activator]	1%	?	-4%	-6%	-77*	0%
CCc1cccc(NC(=O)CCS(=O)(=O)c2ccc(C)cc2)c1	/	/	/	-1%	-2%[15.4 µM]	0	/
Cc1ccc(NC(=S)Nc2c(C)n(C)n(-c3ccccc3)c2=O)cc1Cl	-27%	4%	1%	2%	-16%	-36	11%
COC(=O)c1ccc(C2C(C#N)=C(N)Oc3cc(O)ccc32)cc1 (stereo not drawn)	-26%	0%	23%	?	-4%	50	-2%
COc1ccc(C(=O)N2CC3(C)C4CCC3(C)C2(C#N)C4)cc1OC (stereo not drawn)	0%	0%	15%	-2%	1%	-27	0%
CCc1nnc(NC(=O)CSc2nccn2-c2cc(C)cc(C)c2)s1	-19%	2%	-13%	?	8%	-22	10%

Continued.
SMILES	AmpC no deterg	LmPK inh	HCV inhibitor	AmpC inh detg	Tb PYK inh	HCMV inh	AMA1-RON2 inh
CS(=O)(=O)N(Cc1ccc(Cl)cc1)c1ccc(C(=O)NCCSCc2ccco2)cc1	9%	8%	-4%	5%	/	-1	-21%
Cc1ccc(S(=O)(=O)Nc2ccc3oc(=O)sc3c2)c(C)c1	-18%	5%	-8%	9%	0%	-21	8%
Cc1ccc(NC(=O)CN2CCCN(S(=O)(=O)c3ccc(Br)s3)CC2)cc1	17%	4%	-6%	3%	4%	43	-24%
CCCNC(=O)C1(C)CCCN(Cc2ccc(C(F)(F)F)cc2)C1 (stereo not drawn)	/	/	/	/	-9%	15	-8%
COc1ccc(C(=O)NC(=S)Nc2ccc3[nH]c(=O)[nH]c3c2)cc1	-14%	2%	19%	-6%	-5%	18	-5%
O=C(O)C1CCCCC1C(=O)Nc1cccc(C(=O)N2CCCCC2)c1 (stereo not drawn)	?	8%	14%	-6%	5%	43	11%
Cc1ccn2c(=O)nc(SCC(=O)Nc3cc(C)on3)nc2c1	-4%	/	-6%	-14%	4%	-6	-12%
O=C(O)c1cc(O)c2c(c1)[C@H]([C@H]1c3cc(C(=O)O)cc(O)c3C(=O)c3c(O[C@@H]4O[C@H](CO)[C@@H](O)[C@H](O)[C@H]4O)cccc31)c1cccc(OC3O[C@H](CO)[C@@H](O)[C@H](O)[C@H]3O)c1C2=O (stereo partly drawn)	1µM*	/	0.35µM*!	4%	?	-101*	0.89µM*
Cc1ccc(C(=O)Nc2c[nH]c(=O)[nH]c2=O)cc1	-6%	0%	25%	?	1%	29	13%
COc1ccc(NC(=O)c2cc(-c3cccs3)on2)cc1OC	4%	4%	7%	3%	-6%	18	7%
Cc1ccc(C(=O)C(C)OC(=O)c2cc(=O)[nH]c3ccccc23)cc1 (stereo not drawn)	-5%	/	-4%	1%	-13%	-1	?
Cc1ncc(CO)c(CNc2ccc(-c3nc4ccccc4[nH]3)cc2)c1O	-25%	0%	19%	4%	0%	127	-4%
c1ccc2c(-n3cnnn3)cccc2c1	-13%	-4%	16%	-7%	-2%	-14	?
Cc1cccc(OCC(=O)Oc2ccc(Cl)cc2)c1	/	/	8%	/	0%	-9	29%
COc1ccc(-c2cc(OC(=O)c3ccccc3)c3c(C)oc(C)c3c(=O)c2)cc1OC	/	/	/	20%	-2%	5	/
O=C1CC2c3ccccc3C1C1C(=O)N(Cc3ccccc3)C(=O)C21 (stereo not drawn)	43%	-1%	18%	3%	-9%	21	7%
COc1ccc(CC(=O)NCc2nnc(SCCOc3ccccc3)n2C)cc1	32%	2%	-2%	-14%	3%	-14	-9%
CCn1c(COc2ccc3c(c2)OCO3)nnc1SCC(=O)c1ccccc1	-17%	4%	-9%	14%	-28%	-2	1%
S=c1[nH]nc(C2CCCCC2)n1/N=C/C=C/c1ccccc1	-28%	-1%	4%	0%	-27%	-7	17%
Cc1ccc(S(=O)(=O)N(Cc2ccccc2)c2ccccn2)cc1[N+](=O)[O-]	-58%	-1%	-24%	-9%	0%	5	-10%

Part of the list above, with values under each structure.
Results follow in this order: AmpC no deterg | LmPK inh | HCV inhibitor | AmpC inh detg | Tb PYK inh | HCMV inh | AMA1-RON2 inh
CCn1c(COc2ccc3c(c2)OCO3)nnc1SCC(=O)c1ccccc1
 : -17% | 4% | -9% | 14% | -28% | -2 | 1%
S=c1[nH]nc(C2CCCCC2)n1/N=C/C=C/c1ccccc1
 : -28% | -1% | 4% | 0% | -27% | -7 | 17%

Next compounds follow:
SMILES	AmpC no deterg	LmPK inh	HCV inhibitor	AmpC inh detg	Tb PYK inh	HCMV inh	AMA1-RON2 inh
COC(=O)N/N=C(\C)c1ccc(-n2ccnc2)cc1	-43%	-6%	2%	-2%	1%	23	5%
COc1cc(OC)c(C(=O)Nc2ccc(C(=O)c3ccccc3)cc2)cc1OC	140%[activator]	1%	?	1%	1%	6	9%
Cc1cccc(N(C(=O)CCC(=O)Nc2cc(C)on2)C(C(=O)NC2CCCC2)c2ccccc2)c1 (stereo not drawn)	16%	1%	-16%	1%	-3%	-1	13%
C=CCNC(=O)c1cccn1-c1ccsc1C(=O)OC	-8%	-1%	-1%	-6%	-9%	12	0%
CC[C@@H](CCC=C(C)C)C(=O)N(Cc1ccccc1)c1ccccc1	-1%	/	?	3%	6%	-27	33%[activator]
COc1ccc(/C=N/NC(=O)c2cc(C)oc2C)cc1OCc1ccccc1	-21%	0%	?	-11%	1%	73	-1%
CC(C)(C)C(=O)N=C1SC2CS(=O)(=O)CC2N1c1ccc2c(c1)OCO2 (stereo not drawn)	-3%	0%	15%	-4%	4%	46	-2%
COc1ccc(N2CCN(C(=O)c3[nH]c(C(F)(F)F)nc3-c3ccccc3)CC2)cc1	/	/	/	/	3%	5	-6%
C/C(=N\NC(=O)c1ccc(CSc2nc(C)cc(C)n2)cc1)C1CCCCC1	-50%	-5%	?	-2%	2%	12	13%
Cc1nnc(SCC(=O)N2CCc3ccccc32)n1-c1ccccc1	/	0%	4%	1%	-18%	-31	-13%
O=C(NCc1ccccc1)C1CC(=O)N(C2CCCCCC2)C1 (stereo not drawn)	-9%	-2%	22%	6%	-10%	3	-6%

Reformatted: results already given
Second line of a record – AmpC no deterg	LmPK inh	HCV inhibitor	AmpC inh detg	Tb PYK inh	HCMV inh	AMA1-RON2 inh
> COc1ccc(CC(=O)NCc2nnc(SCCOc3ccccc3)n2C)cc1
  32%	2%	-2%	-14%	3%	-14	-9%
> CCn1c(COc2ccc3c(c2)OCO3)nnc1SCC(=O)c1ccccc1
  -17%	4%	-9%	14%	-28%	-2	1%
> S=c1[nH]nc(C2CCCCC2)n1/N=C/C=C/c1ccccc1
  -28%	-1%	4%	0%	-27%	-7	17%
> Cc1ccc(S(=O)(=O)N(Cc2ccccc2)c2ccccn2)cc1[N+](=O)[O-]
  -58%	-1%	-24%	-9%	0%	5	-10%
> COC(=O)N/N=C(\C)c1ccc(-n2ccnc2)cc1
  -43%	-6%	2%	-2%	1%	23	5%
> COc1cc(OC)c(C(=O)Nc2ccc(C(=O)c3ccccc3)cc2)cc1OC
  140%[activator]	1%	?	1%	1%	6	9%
> Cc1cccc(N(C(=O)CCC(=O)Nc2cc(C)on2)C(C(=O)NC2CCCC2)c2ccccc2)c1 (stereo not drawn)
  16%	1%	-16%	1%	-3%	-1	13%
> C=CCNC(=O)c1cccn1-c1ccsc1C(=O)OC
  -8%	-1%	-1%	-6%	-9%	12	0%
> CC[C@@H](CCC=C(C)C)C(=O)N(Cc1ccccc1)c1ccccc1
  -1%	/	?	3%	6%	-27	33%[activator]
> COc1ccc(/C=N/NC(=O)c2cc(C)oc2C)cc1OCc1ccccc1
  -21%	0%	?	-11%	1%	73	-1%
> CC(C)(C)C(=O)N=C1SC2CS(=O)(=O)CC2N1c1ccc2c(c1)OCO2 (stereo not drawn)
  -3%	0%	15%	-4%	4%	46	-2%
> COc1ccc(N2CCN(C(=O)c3[nH]c(C(F)(F)F)nc3-c3ccccc3)CC2)cc1
  /	/	/	/	3%	5	-6%

Screening data from PubChem BioAssay.
